Bioassay records from PubChem BioAssay.
E-selectin induc: E-selectin induction in HUVECs, primary screen, imaging, HUVEC, immunofluorescence imaging, single point; P16581; normalized: neutral wells 0, TNF-alpha wells 100; activation, % at 7.58 µM; 0.37% of 260,000 active;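 active = mean E-selectin-positive cell signal at least 10% of the positive control, reached in at least 60% of replicates, without over 20% cell loss; inconclusive = no rule given, readout overlaps actives, possibly toxicity-flagged; inactive = the rest, including those meeting only one limit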;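 note: in these data hits start at about 27%; measured in HUVEC primary endothelial cells; signal is the percent of cells scored E-selectin positive by PE staining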
Target sequence (P16581 whole entry, looked up): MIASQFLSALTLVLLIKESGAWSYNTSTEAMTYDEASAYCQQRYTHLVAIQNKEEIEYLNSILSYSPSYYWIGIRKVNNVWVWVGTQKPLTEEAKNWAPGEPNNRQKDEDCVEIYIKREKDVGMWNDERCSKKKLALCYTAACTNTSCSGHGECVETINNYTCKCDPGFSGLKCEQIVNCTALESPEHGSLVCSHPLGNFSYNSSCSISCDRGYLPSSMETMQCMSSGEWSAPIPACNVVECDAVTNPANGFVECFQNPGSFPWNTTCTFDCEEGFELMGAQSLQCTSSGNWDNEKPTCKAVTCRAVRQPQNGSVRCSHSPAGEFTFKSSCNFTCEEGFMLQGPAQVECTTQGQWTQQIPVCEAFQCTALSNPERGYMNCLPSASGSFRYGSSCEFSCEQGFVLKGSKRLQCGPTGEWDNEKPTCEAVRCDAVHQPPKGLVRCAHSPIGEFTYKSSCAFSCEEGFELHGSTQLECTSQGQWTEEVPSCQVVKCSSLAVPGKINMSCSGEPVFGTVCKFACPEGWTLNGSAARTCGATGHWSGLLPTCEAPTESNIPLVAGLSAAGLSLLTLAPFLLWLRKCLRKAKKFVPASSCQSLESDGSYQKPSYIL
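Assay system: HUVEC primary endothelial cells. Input: 3,000 HUVEC seeded per well. Doses: one compound dose added by pin transfer. Read-out basis: % PE-positive cells. Benchmarks: TNF-alpha high, DMSO low. Detection: immunofluorescence imaging. Buffer or medium: EGM-2, gelatin.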
S100A4 MyoIIA: inhibitors of S100A4-myosin IIA peptide binding, primary screen, biochemical, fluorescence polarization, TAMRA-MyoIIA peptide; Protein S100-A4 (Homo sapiens), P26447; inhibition, % at 10.7 µM; 0.14% of 360,000 active; AID 652163, 2013;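 active = mean inhibition of at least 70% across replicates, with every replicate also reaching that level; inconclusive = mean inhibition reaches 70% but some replicates fall short; inactive = mean inhibition below 70%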
Target sequence (P26447 whole entry, looked up): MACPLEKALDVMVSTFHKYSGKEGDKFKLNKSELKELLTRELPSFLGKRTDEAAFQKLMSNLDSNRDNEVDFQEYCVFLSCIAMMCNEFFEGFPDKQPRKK
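Material: S100A4 monomer protein | Medium: HEPES pH 7.2 with CaCl2, KCl, NaCl, DTT, Triton | Reagent: Labelled myosin peptide probe, 5 nM | Doses: One dose per compound | Times: 5 min incubation before reading | Benchmarks: Neutral control DMSO, positive control TFP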
ERp5 block: inhibitors of ERp5-driven insulin aggregation, primary screen, biochemical, turbidity, absorbance 650 nm, single point; AID 651711, 2012; Protein disulfide-isomerase A6 (Homo sapiens), Q15084; inhibition, % at 9.99 µM; 90 min; 0.05% of 350,000 active;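 active = mean replicate inhibition above about 25%, with every replicate also reaching it, limit read from the data, passing the limit was not always enough; inconclusive = only one of those two criteria met; inactive = neither criterion met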
DENV2 CPE rescue: inhibitors of DENV2 cytopathic effect, primary screen, cell-based, plate reader, single concentration; DENV2-infected cells, cytopathic effect rescue; CPE inhibition, % at 9.99 µM; 1.7% of 350,000 active; AID 651640, 2012; in the data active = CPE inhibition above about 20%, passing the limit was not always enough; inconclusive = no clear call, values can overlap the other calls; tested in BHK-21 cells;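 note: 0% = median of neutral control wells and 100% = median of positive control wells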
Statin myotox sup: suppressors of statin myotoxicity in C2C12 myotubes, primary screen, cell-based, single point, plate reader. rescue of ATP level, % at 7.49 µM. 0.78% of 330,000 active. C2C12 myotubes + simvastatin, ATP luminescence, 48 h; scaled: DMSO 0, geranylgeraniol control 100;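 active = mean ATP rescue above about 67%, or every replicate alone reaching that limit, limit read from the data, passing the limit was not always enough; inconclusive = no clear call, values can overlap the other calls; inactive = mean under the limit and some replicate under it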;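 note: myotubes were challenged with 10 µM simvastatin during compound exposure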
PglD DTNB: C. jejuni PglD acetyltransferase inhibitors, primary screen, biochemical, DTNB colorimetric, single point; UDP-N-acetylbacillosamine N-acetyltransferase PglD (Campylobacter jejuni); purified PglD enzyme, DTNB colorimetric CoA detection; inhibition, % at 12.5 µM; 0.098% of 360,000 active; AID 602405, 2012; in the data active = inhibition above about 16%, passing the limit was not always enough; inconclusive = no clear call, values can overlap the other calls; note: strong numbers were not always called active
SIRT5 inh: SIRT5 desuccinylase inhibitors, primary screen, biochemical, fluorescence imaging, single point, set 5; Purified SirT5, succinyl-peptide AMC, trypsin-coupled fluorescence; inhibition, % at 15 µM; 1.1% of 330,000 active; AID 652115, 2013; in the data active = inhibition above about 15%; inconclusive = no clear call, values can overlap the other calls
Target sequence (Q9NXA8 whole entry, looked up): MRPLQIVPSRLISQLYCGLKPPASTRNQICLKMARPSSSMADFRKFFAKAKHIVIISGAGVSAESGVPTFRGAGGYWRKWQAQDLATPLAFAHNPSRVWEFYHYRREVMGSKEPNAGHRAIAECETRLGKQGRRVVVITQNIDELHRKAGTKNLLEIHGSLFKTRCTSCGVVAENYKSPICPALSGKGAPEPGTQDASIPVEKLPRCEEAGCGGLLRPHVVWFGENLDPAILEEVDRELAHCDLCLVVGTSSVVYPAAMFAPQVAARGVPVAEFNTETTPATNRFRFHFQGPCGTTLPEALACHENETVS
Numbers without * were called inactive; ? = inconclusive; · = not tested or not shown. These rows are one share of the data (hit frequency here may not be typical).

SMILES	E-selectin induc	S100A4 MyoIIA	ERp5 block	DENV2 CPE rescue	Statin myotox sup	PglD DTNB	SIRT5 inh
COc1cc(SC#N)ccc1N=Cc1c(C)[nH]n(-c2ccc(C)c(C)c2)c1=O	·	5	0	-12	·	10	2
C=CCOc1nc2c(c(=O)n(C)c(=O)n2C)n1Cc1ccc(Cl)cc1Cl	·	1	0	2	·	1	1
N#C/C(=N\Nc1cccc2ccccc12)c1nnc2n1CCCCC2	0.0	1	-2	-3	·	·	-1
COc1cc(C#N)ccc1OCC(=O)N1CCc2ccccc2C1	·	0	5	-3	3	-3	2
C[C@H](CO)N1C[C@H](C)[C@H](CN(C)C(=O)c2cccc(F)c2)Oc2cc(-c3cccc(F)c3)ccc2S1(=O)=O	0.3	11	2	?	-19	1	6
Cc1cc(C)n2c(NC3CCCCC3)c(CC(C)C)nc2n1	0.0	-26	-4	5	·	·	1
CCCn1c2ccc(C)cc2c2n[nH]c(=S)nc21	·	-1	4	-7	10	-19	-7
COc1ccc(NC(=O)C[C@H]2C(=O)N(C3CCCCC3)C[C@@H]2c2ccc(OC)cc2)cc1	·	-4	4	-2	9	0	·
O=c1cc(Cl)c2ccccc2n1-c1ccccc1	·	-2	6	0	-2	-3	0
Cc1[nH]c(C)c2c(=O)n(-c3ccccc3)ncc12	·	-20	-1	-3	-7	-3	3
O=C1O[C@H](c2ccccc2)[C@H](c2ccccc2)N2[C@H]1[C@@H](C(=O)NC[C@H](O)c1ccccc1)[C@]1(C(=O)Nc3ccc(C#CCCO)cc31)[C@H]2c1ccc(OCCO)cc1	·	1	2	-2	·	-9	10
COc1cc(-c2cccs2)cc(=O)c2c(C)oc(C)c12	·	-10	6	12	1	-2	2
O=S(=O)(NCc1ccc(F)cc1)c1cc(Br)ccc1Br	-0.3	-2	4	3	0	4	·
CCCc1cc(Nc2ccccc2)n2ncnc2n1	·	0	5	?	-13	1	4
O=C(CN1CCOCC1)N1CC[C@H]2[C@H](CO)Nc3ccc(-c4ccccc4F)cc3[C@H]21	0.5	·	·	-6	9	1	·
Cc1ccc(S(=O)(=O)Nc2nc(CN3CCOCC3)nc3sc(C(=O)O)c(C)c23)cc1	2.3	-4	-6	-5	1	-2	5
Cc1cccnc1NC(=O)CSc1nnc(CNC(=O)c2cccc([N+](=O)[O-])c2)n1C	-0.2	-1	-4	-2	7	3	1
O=C(Nc1c(F)cc(F)cc1Br)c1cc(-c2ccc(O)cc2)on1	1.0	-4	4	1	12	3	·
CC1(C)CC(NC(=O)C23CCC(C)(C2Br)C3(C)C)CC(C)(C)N1 (stereo not given)	5.5	-3	-13	-2	0	-7	0
Cc1ccsc1C(=O)N1CCN(c2ccccn2)CC1	·	3	2	9	26	-3	-4
CCOc1ccc(NC(=O)COC(=O)C23CC4CC(CC(C4)C2)C3)c([N+](=O)[O-])c1	·	-5	-2	-4	·	5	-6
CC1CN(C(=O)c2cc(S(=O)(=O)N3CCN(c4ccccc4)CC3)ccc2Cl)CC(C)O1 (stereo not given)	-1.9	14	5	5	·	·	-1
O=C(CCN1C(=O)c2ccccc2C1=O)NCc1ccc(F)cc1	·	5	1	-5	2	4	0
CCC(=O)N[C@H]1CC[C@@H](CCNC(=O)Nc2ccc(C(F)(F)F)cc2)O[C@H]1CO	0.2	-2	1	9	-35	-1	-2
CC1(C)CC(=O)c2ccc(OCc3ccc([N+](=O)[O-])cc3)cc2O1	·	-6	-5	-9	·	1	·
Next section:
SMILES	E-selectin induc	S100A4 MyoIIA	ERp5 block	DENV2 CPE rescue	Statin myotox sup	PglD DTNB	SIRT5 inh
O=C(NCc1cccnc1)c1ccc(Br)o1	-0.3	-6	0	15	12	13	-5
O=C(O)c1cccnc1C(=O)N1CCc2c([nH]c3ccccc23)C1C(F)(F)F (stereo not given)	-0.1	-2	5	0	·	2	-5
COc1ccc(CNC(=O)C(=O)NC2CCC(C)CC2)cc1 (stereo not given)	3.6	3	-4	15	6	2	·
O=C(COC(=O)C1CCN(S(=O)(=O)c2cccs2)CC1)Nc1ccccc1	3.2	-7	-1	-5	-4	-3	-2
Cc1noc(C)c1NC(=O)N1C[C@@H](O)COC[C@@H]2O[C@@H](CC(=O)NCC3CC3)CC[C@H]21	0.1	5	-2	-2	12	1	4
O=C(c1ccc(NS(=O)(=O)c2ccc3[nH]c(=O)[nH]c3c2)cc1)N1CCN(c2ccccc2)CC1	0.7	1	·	-4	17	1	0
COc1ccc(CSC2=C(C#N)C(=O)NC3(CCCCC3)S2)cc1	0.0	-10	1	10	11	2	·
C[C@H](CO)N1C[C@H](C)[C@@H](CN(C)C(=O)C2CCC2)Oc2ncc(-c3cccc(F)c3)cc2C1=O	0.2	3	-5	6	-13	-1	3
CC1=C(C)CC2(SC1)C(=O)N(c1ccccc1)N=C2N (stereo not given)	·	1	8	4	·	·	2
O=C(NC1CCCC1)[C@H]1[C@H](CO)[C@H]2Cn3c(ccc(-c4ccc(F)cc4)c3=O)[C@@H]1N2Cc1cocn1	-0.1	-4	8	11	3	3	-22
CSCC[C@H](N)C(=O)N1CCC(C(=O)N[C@@H](Cc2c[nH]c3ccccc23)C(=O)O)CC1	0.5	-3	0	8	0	-3	2
CCOC(=O)NC(=O)c1cn(CCN(C)C)c(=O)[nH]c1=O	·	-2	-6	5	·	·	1
Cc1cc(NC(=O)CSCC(=O)OCC(=O)c2cccc(Br)c2)no1	·	1	-8	?	-4	1	3
O=C(COC(=O)/C=C/c1ccccc1Cl)Nc1cccnc1Cl	·	-1	-2	-7	7	-7	-3
CO[C@@H]1CN(C)C(=O)c2cc(NC(=O)c3cccc(F)c3)ccc2OC[C@@H](C)N(CC2CC2)C[C@@H]1C	-0.3	0	2	2	27	5	1
C[C@@H]1CCCCO[C@H](CN(C)Cc2ccc3c(c2)OCO3)[C@H](C)CN([C@H](C)CO)C(=O)c2cc(NS(=O)(=O)c3ccccc3)ccc2O1	·	-17	2	-4	·	-2	9
CCOC(=O)C1=C(C)N=c2s/c(=C\c3ccc(O)c([N+](=O)[O-])c3)c(=O)n2C1c1ccccc1OC (stereo not given)	·	-4	2	6	0	-3	0
C[C@@H]1CN([C@@H](C)CO)C(=O)c2c(c3ccccc3n2C)-c2ccccc2CO[C@H]1CN(C)CC1CC1	0.1	8	-2	2	·	-3	2
CCOC(=O)Cc1nnc(-c2ccccc2)o1	-0.1	2	2	2	29	·	-2
O=C(NCC[C@H]1CC[C@H](NC(=O)c2cnccn2)[C@@H](CO)O1)Nc1ccc(F)cc1	0.3	-9	-4	22*	-1	-1	-1
CC(C)(C)OC(=O)N/N=C/c1cccc([N+](=O)[O-])c1	2.0	2	2	·	·	·	-1
Cn1c(N)c(C(=O)COC(=O)c2cc(-c3ccco3)nc3ccccc23)c(=O)n(C)c1=O	0.4	2	-2	4	8	2	·
CCCNC(=O)[C@H]1[C@H](CO)[C@H]2Cn3c(cccc3=O)[C@H]2N1CC1CCCC1	0.0	0	15	-1	·	·	-1
COc1ccc(-c2csc(NC(=O)CS(=O)(=O)c3ccccc3)n2)cc1OC	0.2	-30	-10	10	-5	-1	3
Fc1cccc(Nc2nc(Cl)nc(Cl)n2)c1	-0.1	12	5	-6	13	·	-1
Next records:
SMILES	E-selectin induc	S100A4 MyoIIA	ERp5 block	DENV2 CPE rescue	Statin myotox sup	PglD DTNB	SIRT5 inh
COc1ccc(-c2ccc([C@H]3[C@H]4CN(S(=O)(=O)c5cccs5)CCCCN4[C@H]3CO)cc2)cc1	-0.1	-1	-6	-10	·	-3	4
CCCCCCCCCCCCS[C@H]1CS(=O)(=O)C[C@@H]1O	1.3	4	3	-2	-5	7	-1
COCCNC(=O)C1CCCN(C(=O)c2cc(-c3ccccc3)cs2)CC1 (stereo not given)	0.0	-4	0	-13	0	1	·
Cc1nn(CCC(=O)NNC(=S)NCC(C)C)c(C)c1Br	·	-5	1	1	1	-1	0
CCCCc1nc2ccc(S(=O)(=O)O)cc2[nH]1	2.2	0	4	7	·	·	-6
CC1CCCCC1NC(=O)c1ccc(-n2cncn2)c([N+](=O)[O-])c1 (stereo not given)	7.8	8	-4	6	·	·	-3
O=C1CSC(c2cccc([N+](=O)[O-])c2)N1c1c(F)cccc1F (stereo not given)	·	3	3	-7	3	-1	2
C[C@@H]1CN([C@H](C)CO)C(=O)c2cc(NC(=O)Nc3ccc4c(c3)OCO4)ccc2O[C@@H](C)CCCCO[C@H]1CN(C)S(C)(=O)=O	-0.2	2	3	13	·	4	1
CCc1cccc(C)c1NC(=O)c1cc(=O)[nH]c2ccc(S(=O)(=O)N3CCOCC3)cc12	2.6	0	1	1	9	-1	-2
COc1cccc(NC(=O)C(=O)c2cn(CC(=O)N3CCOCC3)c3ccccc23)c1	0.7	-5	-2	-3	-1	-4	-2
CC(C)NC(=O)Nc1ccc2c(c1)CC(=O)N([C@@H](C)CO)C[C@H](C)[C@@H](CN(C)CC1CC1)O2	-3.3	-1	17	-7	2	6	-5
N#Cc1ccc(-c2ccc([C@H]3[C@@H](CO)N4C(=O)CN(C(=O)C5CCCCC5)C[C@@H]34)cc2)cc1	-0.4	-29	-5	7	·	·	-7
COC(=O)c1ccc(/C=C2\SC(=S)N(CCCC(=O)NCCCN3CCOCC3)C2=O)cc1	0.5	-36	-3	8	6	6	·
COC(=O)[C@@H]1ON2OCC(C)=C3CCCC[C@@]32[C@H]1C(=O)OC	0.0	-3	-6	-10	·	·	-4
COc1ccc(NC(=O)N(C)C[C@@H]2OCCCC[C@H](C)Oc3ccc(NC(=O)c4ccccc4)cc3C(=O)N([C@H](C)CO)C[C@@H]2C)cc1	-0.1	19	-2	1	·	4	7
O=C(O)COc1ccc(NC(=O)C(c2ccccc2)c2ccccc2)cc1	-0.2	-1	3	-1	-4	1	5
COc1cccc(NC(=O)CN(C)C(=O)c2cc(-c3ccc(F)cc3)nc3ccccc23)c1	-0.1	13	3	-7	-32	3	-2
Cc1csc(N(C(=O)c2cccc(S(=O)(=O)N(C)C)c2)c2ccccc2)n1	·	-5	0	·	-37	-2	0
COc1cccc(C(NC(C)=O)c2nc(-c3cccc(C(F)(F)F)c3)cs2)c1 (stereo not given)	0.0	-1	0	-5	-8	1	·
CCOC(=O)c1c(C)[nH]c(C)c1C(=O)CN1C(=O)NC2(CCCCCC2)C1=O	-0.2	-2	4	8	-5	3	-6
O=S(=O)(c1ccc(Cl)cc1)n1c(Cc2ccccc2)nc2ccccc21	10.0	-2	-1	-3	17	2	11
COc1cc(OC)cc(C(=O)OCC(=O)NCc2ccc3c(c2)OCO3)c1	·	7	1	-4	·	·	0
CC1=C/C(=N\NC(=S)Nc2cccnc2)CC(C)(C)C1	-0.1	22	2	-6	8	-1	4
COc1cccc(C(=O)OC2CCN(C)CC2)c1	·	-4	-2	19	·	·	2

Grouped by structure: those above containing a CF3 group
SMILES	E-selectin induc	S100A4 MyoIIA	ERp5 block	DENV2 CPE rescue	Statin myotox sup	PglD DTNB	SIRT5 inh
CCC(=O)N[C@H]1CC[C@@H](CCNC(=O)Nc2ccc(C(F)(F)F)cc2)O[C@H]1CO	0.2	-2	1	9	-35	-1	-2
O=C(O)c1cccnc1C(=O)N1CCc2c([nH]c3ccccc23)C1C(F)(F)F (stereo not given)	-0.1	-2	5	0	·	2	-5
COc1cccc(C(NC(C)=O)c2nc(-c3cccc(C(F)(F)F)c3)cs2)c1 (stereo not given)	0.0	-1	0	-5	-8	1	·
